TDP1 cell CPT – growth inhibition of DT40 Tdp1-/-;hTDP1 cells with camptothecin (screen for TDP1 inhibitors). chicken DT40 Tdp1-/-;hTDP1 cells + 20 nM CPT, ATP luminescence, 48 h. Potency, µM (doses to about 46.2 µM), inactives show top-dose activity change, negative = growth inhibition, actives largely listed as inhibitors. 420,000 tested, 12% active. AID 686979; further: nearly all actives have a fitted effect of over 55% in size
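Cell growth measured by CellTiter-Glo luminescence after a minimum 48 h, 37 C compound exposure with 20 nM CPT in Tdp1-knockout DT40 cells stably expressing hTDP1, seeded 400/well; qHTS titration format.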
TDP1 inh – blocks human tyrosyl-DNA phosphodiesterase 1 | Q9NUW8 | recombinant TDP1, AlphaScreen DNA substrate cleavage | Potency, µM (highest dose often 130 µM), for inactives: top-dose activity change, negative = inhibition, usual class: inhibitors | 350,000 tested, 0.28% active; further: nearly all actives have a fitted effect of over 40% in size
Target sequence (Q9NUW8 whole entry, looked up): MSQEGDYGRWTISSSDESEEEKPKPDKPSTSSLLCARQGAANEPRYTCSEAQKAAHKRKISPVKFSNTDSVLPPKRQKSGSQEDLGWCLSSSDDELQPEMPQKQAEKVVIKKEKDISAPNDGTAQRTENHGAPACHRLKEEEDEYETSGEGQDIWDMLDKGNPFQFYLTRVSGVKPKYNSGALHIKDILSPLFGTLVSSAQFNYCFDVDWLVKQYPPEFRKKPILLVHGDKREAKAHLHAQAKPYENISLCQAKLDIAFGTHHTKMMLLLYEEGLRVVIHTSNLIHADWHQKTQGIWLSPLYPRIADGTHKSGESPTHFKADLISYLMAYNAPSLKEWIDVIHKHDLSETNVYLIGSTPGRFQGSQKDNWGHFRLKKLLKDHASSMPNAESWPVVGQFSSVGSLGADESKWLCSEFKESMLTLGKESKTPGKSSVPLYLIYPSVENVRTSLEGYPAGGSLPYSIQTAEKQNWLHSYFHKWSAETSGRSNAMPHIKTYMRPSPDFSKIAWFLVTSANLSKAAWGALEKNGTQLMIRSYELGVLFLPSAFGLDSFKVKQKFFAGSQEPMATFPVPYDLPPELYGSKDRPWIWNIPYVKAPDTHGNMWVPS
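Enzyme-compound mixtures sat 15 min at room temperature, followed by a 5 min reaction with 15 nM final substrate and 10 min with AlphaScreen beads. Recombinant human Tdp1 was used at 1 nM final.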
TDP1 cell noCPT – qHTS for Inhibitors of human tyrosyl-DNA phosphodiesterase 1 (TDP1): qHTS in cells in absence of CPT | 420,000 tested, 15% active | DT40 Tdp1-/- hTDP1 cells, no CPT, ATP luminescence, 48 h | Potency, µM (doses to about 46.2 µM), without a hit: top-dose activity change, negative = growth inhibition, actives largely listed as inhibitors; further: nearly all actives have a fitted effect of over 55% in size
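Cells were dispensed at 400 per well, compounds added by pin tool, plates incubated ≥48 hr at 37 °C, then CellTiter-Glo added for 30 min at room temperature before luminescence reading. Line: DT40 Tdp1-/- complemented with hTDP1; camptothecin omitted.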
The depositor's hits bear a star; [ ] = another dose, or the depositor's remark. The call rests on the fitted dose curve; in most records, active means well fitted curve in the direction sought with a large enough effect; inconclusive means small, poorly fitted or top-dose-only effect, or another doubt; inactive means no such curve, though single readings can be large; an effect the other way counts as inactive or inconclusive. On the % scale 0 is the no-effect control and ±100 the full control effect; potency means the concentration at half of the fitted maximal effect. An unsorted share of the library; any-hit rate near 18%.

Screening COc1cc2cncc(Cc3ccc(Cl)cc3)c2cc1OC returned TDP1 cell CPT 14.6µM*, TDP1 inh 1.9% and TDP1 cell noCPT 18.4µM*.
For Cc1cccc2nc(-c3ccccn3)c(Nc3ccc(F)cc3)n12 the results were TDP1 cell CPT 11.6µM*, TDP1 inh 12.7% and TDP1 cell noCPT 18.4µM*.
Screening Cc1ccc(S(=O)(=O)N2CCCCC2)cc1C(=O)NCc1ccncc1 returned TDP1 cell CPT 3.1%, TDP1 inh -0.2% and TDP1 cell noCPT -0.4%.
For COC(=O)CNC(=O)CNC(=O)Nc1ccccc1Cl the results were TDP1 cell CPT -1.6%, TDP1 inh 2.0% and TDP1 cell noCPT -9.8%.
`CCOC(=O)c1sc2ncn(CC(=O)Nc3ccc(C)cc3C)c(=O)c2c1C` gave TDP1 cell CPT -15.0%, TDP1 inh 5.9% and TDP1 cell noCPT -9.3%.
For Cc1cc(C)c(C(=O)CSc2n[nH]c(-c3ccncc3)n2)c(C)c1 the results were TDP1 cell CPT 12.0%, TDP1 inh -3.7% and TDP1 cell noCPT -18.5%.
Screening CC1=CC(C)(C)n2c(O)c(N=NC(N)=S)c3cc(C)cc1c32 returned TDP1 cell CPT 4.7%, TDP1 inh 6.7% and TDP1 cell noCPT -8.3%.
For COc1cc(CNCCCN2CCOCC2)ccc1OCC(=O)Nc1cccc(C(F)(F)F)c1 the results were TDP1 cell CPT inconclusive, TDP1 inh 3.1% and TDP1 cell noCPT inconclusive.
For Cc1cc(C)cc(C(=O)N2CC(=O)Nc3ccc(C)cc3C2c2ccccc2)c1 (centres undefined) the results were TDP1 cell CPT inconclusive, TDP1 inh 3.1%[12.3 µM] and TDP1 cell noCPT inconclusive.
Screening COc1ccc(-c2noc(CSc3nnc(-c4ccncc4)n3-c3ccc(C)c(C)c3)n2)cc1 returned TDP1 cell CPT 14.6µM*, TDP1 inh 13.5% and TDP1 cell noCPT 13µM*.
Screening CCCN1CN(Cc2ccccc2)CC2=C1CC(C)(C)CC2=O returned TDP1 cell CPT -0.4%, TDP1 inh -4.0% and TDP1 cell noCPT -4.0%.
CCCCn1cc(S(=O)(=O)c2ccccc2)c(=O)c2cc(F)c(N3CCN(CCC)CC3)cc21 was read as TDP1 cell CPT inconclusive, TDP1 inh 5.0% and TDP1 cell noCPT 20.6µM*.
For CCOC(=O)C(NC(=O)N(C)C)(Nc1sc(C)c(CC)c1C#N)C(F)(F)F (centres undefined) the results were TDP1 cell CPT -3.4%, TDP1 inh 4.7% and TDP1 cell noCPT -22.0%.
Screening COc1ccc(N2CCN(C(c3ccccc3)c3sc4nc(-c5ccco5)nn4c3O)CC2)cc1 (centres undefined) returned TDP1 cell CPT inconclusive, TDP1 inh 7.8% and TDP1 cell noCPT inconclusive.
Screening Cc1ccc(NC(=O)COC(=O)CN2C(=O)C3CCCCC3C2=O)cc1C (centres undefined) returned TDP1 cell CPT -0.8%, TDP1 inh 0.1%[56.1 µM] and TDP1 cell noCPT -17.7%.

Molecules from the list above that have an aryl thioether with sulfur outside any ring (2):
For Cc1cc(C)c(C(=O)CSc2n[nH]c(-c3ccncc3)n2)c(C)c1 the results were TDP1 cell CPT 12.0%, TDP1 inh -3.7% and TDP1 cell noCPT -18.5%.
Screening COc1ccc(-c2noc(CSc3nnc(-c4ccncc4)n3-c3ccc(C)c(C)c3)n2)cc1 returned TDP1 cell CPT 14.6µM*, TDP1 inh 13.5% and TDP1 cell noCPT 13µM*.

More entries follow:
For COCCNCC1C(Oc2ccc(Cl)cc2)C(=O)N1c1ccccc1C (centres undefined) the results were TDP1 cell CPT inconclusive, TDP1 inh 1.2% and TDP1 cell noCPT inconclusive.
For COc1ccc(C(=O)NC(=S)Nc2nc(C)cc(C)n2)cc1Br the results were TDP1 cell CPT -12.5% and TDP1 cell noCPT -26.2%.
For Cc1ccccc1C(=O)NNC(=O)CSc1nnc(-c2ccncc2)n1-c1ccccc1 the results were TDP1 cell CPT -2.2%, TDP1 inh -2.7% and TDP1 cell noCPT 13.8%.
`O=C1NC(=O)/C(=C\c2ccccc2Oc2ccc(F)c(F)c2)S1` gave TDP1 cell CPT -14.7%, TDP1 inh 3.1% and TDP1 cell noCPT inconclusive.
CN1CCN(CCC(=O)N/N=C/c2ccccc2F)CC1 was read as TDP1 cell CPT 3.9%, TDP1 inh 5.0% and TDP1 cell noCPT -1.3%.
`O=c1[nH]ncc(N2CCCCCC2)c1Cl` gave TDP1 cell CPT -17.6%, TDP1 inh 2.6% and TDP1 cell noCPT -13.2%.
For Cc1cccc(N(CC(=O)NC2CCCC2)C(=O)c2csnn2)c1C the results were TDP1 cell CPT -15.2%, TDP1 inh 2.3% and TDP1 cell noCPT 3.8%.
Cc1ccc(-c2csc3nnc(SCC(=O)NCc4ccco4)n23)cc1 was read as TDP1 cell CPT -3.9%, TDP1 inh 5.6% and TDP1 cell noCPT -9.6%.
Screening O=C(CC12CC3CC(CC(C3)C1)C2)NC1CC1 returned TDP1 cell CPT 3.6% and TDP1 cell noCPT -9.0%.
For OC(COCc1ccccc1)CN1CCN(c2ccccc2)CC1 (centres undefined) the results were TDP1 cell CPT -10.8%, TDP1 inh 4.1% and TDP1 cell noCPT -10.1%.
Cc1ccc(SCCC(=O)NCCSCc2ccccc2C)cc1 was read as TDP1 cell CPT -15.3%, TDP1 inh -1.0% and TDP1 cell noCPT -21.2%.
`CC(=O)c1c(N2CCN(c3ccccn3)CC2)nc(=S)n(-c2ccccc2)c1C` gave TDP1 cell CPT -11.4%, TDP1 inh 3.1% and TDP1 cell noCPT inconclusive.
Screening CC(O)c1ccc(-n2cnnn2)cc1 (centres undefined) returned TDP1 cell CPT 9.3%, TDP1 inh 2.6% and TDP1 cell noCPT 10.9%.
CCOc1ccc(C(=O)NC(C(=O)NCc2cccnc2)C(C)C)cc1 (centres undefined) was read as TDP1 cell CPT -27.2%, TDP1 inh 3.3% and TDP1 cell noCPT -4.8%.
For Cc1cccc(-n2c(CNC(=O)c3ccccc3)nnc2SCC(=O)Nc2nccs2)c1 the results were TDP1 cell CPT -26.0%, TDP1 inh 5.2% and TDP1 cell noCPT inconclusive.
Screening CC(C)(CNC(=O)CNC(=O)c1ccccc1F)N1CCOCC1 returned TDP1 cell CPT -1.2%, TDP1 inh -2.8% and TDP1 cell noCPT -1.1%.
Screening CCOC(=O)c1c(CN2CCOCC2)n(-c2ccccc2)c2cc(Br)c(OC)cc12 returned TDP1 cell CPT 16.4µM*, TDP1 inh -4.7% and TDP1 cell noCPT 20.6µM*.
For CN(C)CCCOC(=O)c1ccc(Br)cc1 the results were TDP1 cell CPT -8.2%, TDP1 inh 0.0% and TDP1 cell noCPT -3.6%.
For CC1(C)Cc2cccc(OCC(=O)NCc3cccs3)c2O1 the results were TDP1 cell CPT -21.0%, TDP1 inh 8.7% and TDP1 cell noCPT -20.6%.
`O=C(NC(=O)c1ccccc1O)c1ccc(C(F)(F)F)cc1` gave TDP1 cell CPT 11.6µM* and TDP1 cell noCPT 7.31µM*.
`CCN(CC)CCC(=O)NN` gave TDP1 cell CPT 3.9%, TDP1 inh 0.0% and TDP1 cell noCPT 15.3%.
Cc1ccc(-c2cc3ncc4c(n3n2)-c2ccccc2OC4)cc1 was read as TDP1 cell CPT -23.6%, TDP1 inh 0.6% and TDP1 cell noCPT -29.7%.
`CCOC(=O)Cn1nnnc1C(C(C)C)N(Cc1cc2c(C)cc(C)cc2[nH]c1=O)C1CCCC1` (centres undefined) gave TDP1 cell CPT 23.1µM*, TDP1 inh 3.3% and TDP1 cell noCPT 20.6µM*.
For COc1cccc(NC(=O)c2ccc(OC(F)(F)F)cc2)c1 the results were TDP1 cell CPT -29.2%, TDP1 inh -1.9% and TDP1 cell noCPT inconclusive.
`NCCCC[C@H](N)c1nnc([C@H](CCC(=O)O)NC(=O)C2CCNCC2)o1` gave TDP1 cell CPT -6.1%, TDP1 inh 3.8% and TDP1 cell noCPT -1.4%.
`Cc1cc(N/N=C/c2ccc(O)c(C)c2O)nc(-c2ccccc2O)n1` gave TDP1 cell CPT 13µM*, TDP1 inh 2.8% and TDP1 cell noCPT 9.2µM*.
`Cc1ccc(Nc2nc(NCc3ccco3)nc3nccnc23)c(C)c1` gave TDP1 cell CPT inconclusive, TDP1 inh 8.91µM* and TDP1 cell noCPT inconclusive.
O=C(Cn1[nH]c(=O)c2ccccc2c1=O)NNC(=O)c1ccccc1 was read as TDP1 cell CPT -26.7%, TDP1 inh 0.0% and TDP1 cell noCPT -9.9%.
Screening CC1CCCN(CCCNC(=O)CCn2nc(-c3ccccc3)ccc2=O)C1 (centres undefined) returned TDP1 cell CPT -0.2%, TDP1 inh 4.5% and TDP1 cell noCPT 8.8%.
Screening CCOc1cccc(/C=N/N2C(C)CCCC2C)c1O (centres undefined) returned TDP1 cell CPT -9.1% and TDP1 cell noCPT 4.8%.

5 compounds out of the list, sorted by heavy-atom count, rising:
For CN(C)CCCOC(=O)c1ccc(Br)cc1 the results were TDP1 cell CPT -8.2%, TDP1 inh 0.0% and TDP1 cell noCPT -3.6%.
Screening CCOc1cccc(/C=N/N2C(C)CCCC2C)c1O (centres undefined) returned TDP1 cell CPT -9.1% and TDP1 cell noCPT 4.8%.
For COc1cccc(NC(=O)c2ccc(OC(F)(F)F)cc2)c1 the results were TDP1 cell CPT -29.2%, TDP1 inh -1.9% and TDP1 cell noCPT inconclusive.
`NCCCC[C@H](N)c1nnc([C@H](CCC(=O)O)NC(=O)C2CCNCC2)o1` gave TDP1 cell CPT -6.1%, TDP1 inh 3.8% and TDP1 cell noCPT -1.4%.
Screening CCOC(=O)c1c(CN2CCOCC2)n(-c2ccccc2)c2cc(Br)c(OC)cc12 returned TDP1 cell CPT 16.4µM*, TDP1 inh -4.7% and TDP1 cell noCPT 20.6µM*.

Remaining list, next part:
Screening CC(C)CC(NC(=O)OCc1ccccc1)C(=O)NC(Cc1ccccc1)C(=O)CCl (centres undefined) returned TDP1 cell CPT 4.61µM* and TDP1 cell noCPT 2.91µM*.
O=C(O)CSc1nnc(-c2cccs2)n1-c1ccc(Cl)cc1 was read as TDP1 cell CPT inconclusive, TDP1 inh 5.4% and TDP1 cell noCPT 29.1µM*.
`CC(=O)Nc1sc(/C(C#N)=C/c2ccc(Cl)c(Cl)c2)nc1-c1ccc(C)cc1` gave TDP1 cell CPT -25.9%, TDP1 inh 0.0% and TDP1 cell noCPT -15.1%.
For OCCNC(=S)Nc1cccc(Cl)c1Cl the results were TDP1 cell CPT -1.3%, TDP1 inh -2.4% and TDP1 cell noCPT -16.6%.
`CCn1c(N)c(C(=O)NCc2ccco2)sc1=S` gave TDP1 cell CPT 3.5%, TDP1 inh -2.0% and TDP1 cell noCPT -0.3%.
Screening Cc1ccc(Cc2c(-c3ccc(Cl)cc3)nc3c4ccccc4ccn23)cc1 returned TDP1 cell CPT inconclusive and TDP1 cell noCPT inconclusive.
Screening C/C(=C\C(=O)c1ccccc1)Nc1ccc(O)cc1 returned TDP1 cell CPT -25.5%, TDP1 inh 4.7% and TDP1 cell noCPT inconclusive.
`COc1ccccc1C(=O)N(Cc1sccc1C)C1CCS(=O)(=O)C1` (centres undefined) gave TDP1 cell CPT -10.8%, TDP1 inh 2.1% and TDP1 cell noCPT 2.6%.
Screening C=CC(n1cncn1)C(O)(c1ccccc1)c1ccccc1 (centres undefined) returned TDP1 cell CPT -19.3%, TDP1 inh -4.1% and TDP1 cell noCPT -21.1%.
For Cc1c(C)n(C)c2ccc(C(=O)NCCc3ccc(Cl)cc3)cc12 the results were TDP1 cell CPT 18.4µM*, TDP1 inh 10.5% and TDP1 cell noCPT inconclusive.
Screening CC(C)[C@H](NC(=O)c1cc2cc(Cl)ccc2n1C)C(=O)N1CCC(C(=O)O)CC1 returned TDP1 cell CPT -4.0% and TDP1 cell noCPT inconclusive.
For COc1cc(NC(=O)C2CCCCN2)ccc1OCC(C)C (centres undefined) the results were TDP1 cell CPT inconclusive, TDP1 inh -4.5% and TDP1 cell noCPT inconclusive.
COC(=O)[C@H](Cc1ccccc1)N(Cc1ccc(C)cc1)S(C)(=O)=O was read as TDP1 cell CPT inconclusive and TDP1 cell noCPT inconclusive.
CCOc1ccc2nc(SCC(=O)NCc3ccc4c(c3)OCO4)[nH]c2c1 was read as TDP1 cell CPT inconclusive, TDP1 inh 7.4% and TDP1 cell noCPT -21.9%.
Screening CCCCCCCCN1C(=O)[C@H](CC(=O)NCc2cccc3ccccc23)C[C@@]2(C(=O)OCC)CCC=C12 returned TDP1 cell CPT inconclusive and TDP1 cell noCPT 20.6µM*.
`CCCCCCCCOC(=O)CCc1c(C)[nH]c(=S)[nH]c1=O` gave TDP1 cell CPT inconclusive, TDP1 inh 3.1% and TDP1 cell noCPT -12.7%.
Screening CCOC(=O)C1(C)CCCCN1C(=O)c1ccnc(Cl)c1 (centres undefined) returned TDP1 cell CPT -10.3% and TDP1 cell noCPT -10.9%.
